Screening data from PubChem.
PglD inh: C. jejuni PglD acetyltransferase inhibitors, primary screen, biochemical, DTNB colorimetric, single point | UDP-N-acetylbacillosamine N-acetyltransferase PglD (Campylobacter jejuni) | actives 0.098% (n = 360,000) | inhibition, % at 12.5 µM | purified PglD enzyme, DTNB colorimetric CoA detection | AID 602405, 2012; in the data active = inhibition above about 16%, passing the limit was not always enough; inconclusive = no clear call, values can overlap the other calls; also: strong numbers were not always called active
S100A4 MyoIIA: inhibitors of S100A4-myosin IIA peptide binding, primary screen, biochemical, fluorescence polarization, TAMRA-MyoIIA peptide | Protein S100-A4 (Homo sapiens), P26447 | actives 0.14% (n = 360,000) | inhibition, % at 10.7 µM | AID 652163, 2013;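 active = mean inhibition of at least 70% across replicates, with every replicate also reaching that level; inconclusive = mean inhibition reaches 70% but some replicates fall short; inactive = mean inhibition below 70%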
Target sequence (P26447 whole entry, looked up): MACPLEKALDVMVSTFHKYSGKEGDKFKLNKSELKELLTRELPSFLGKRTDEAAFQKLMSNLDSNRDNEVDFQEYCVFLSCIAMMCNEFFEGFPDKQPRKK
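Material: human S100A4 monomer with TAMRA-labelled myosin IIA peptide; buffer or medium: HEPES pH 7.2 with CaCl2, KCl, NaCl, DTT, Triton; compound dosing: one concentration per compound; schedule: 5 min incubation before reading; benchmarks: neutral control DMSO, positive control TFP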
PGC1a acetyl inh: inhibitors of PGC1a acetylation signal, primary screen, cell-based, U2OS, AlphaScreen, inhibitor mode | AlphaScreen anti-acetyl-lysine; with virally co-expressed GCN5 acetyltransferase | actives 0.17% (n = 350,000) | AID 651687, 2012 | inhibition, % at 15.6 µM;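 active = every replicate shows inhibition of at least 40%; inconclusive = mean inhibition at least 40% but some replicate below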;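 also: 0% = neutral control wells and 100% = positive control wells; some results beyond the cut were filed as inactive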
EWS-Fli block: EWS/Fli-driven NR0B1 reporter inhibitors, primary screen, A673 cells, NR0B1 luciferase, luminescence, MLPCN library; viability-normalised; inhibition, % at 12.6 µM; actives 0.67% (n = 350,000);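 active = mean inhibition of at least 50% after viability correction, with every replicate also passing that limit; inconclusive = mean reaches 50% but only one of two replicates passes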;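 also: firefly luciferase signal divided by Alamar Blue viability fluorescence both relative to DMSO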
ERAP1 inh: human ERAP1 aminopeptidase inhibitors, primary screen, biochemical, single point, plate reader; Endoplasmic reticulum aminopeptidase 1 (Homo sapiens), Q9NZ08; recombinant ERAP1, Leu-AMC fluorescence, 60 min; inhibition, % at 10.7 µM; actives 0.15% (n = 340,000);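 active = mean replicate inhibition of at least 30%, or all replicates individually reaching that 30% level; inactive = mean below 30% and not every replicate reaching it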;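 also: 0% = neutral control wells and 100% = L-leucinethiol positive control wells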
PAX8 inh HTS: inhibitors of PAX8-driven TPO luciferase reporter, primary screen, RMG-I cells, single concentration. actives 1.2% (n = 360,000). inhibition, % at 12.6 µM. AID 652154, 2013. SteadyGlo, 24 h;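 active = mean replicate inhibition at least 60% with every replicate also reaching 60%; inconclusive = only one of the two criteria is met; inactive = mean below 60% and not all replicates reaching 60%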;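 also: luciferase light reporting Pax8 driven TPO promoter activity; plate controls were median of neutral control wells for no effect and mitoxantrone controls for full effect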
FN deposition inh: inhibitors of fibronectin matrix deposition, primary screen, AH1F cells, Alexa488-fibronectin fluorescence, plate reader; AH1F fibroblasts, overnight; inhibition, % at 12.6 µM; actives 0.086% (n = 350,000); AID 743247, 2014;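 active = mean inhibition across replicates of 30% or more, regardless of how many single replicates reach that level; inconclusive = mean under 30% yet at least half of replicates reach 30%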;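 also: positive control wells lacked labelled fibronectin entirely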
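Material: AH1F fibroblast monolayer depositing Alexa488-labelled fibronectin into matrix | Input: 10000 AH1F cells/well | Medium: DMEM plus 2% serum, read in PBS | Reagent: Alexa488-fibronectin, 24 nM final in well | Compound dosing: One dose per compound, pinned | Schedule: 1 h adhesion, overnight exposure | Measured by: Fluorescence at 485 nm excitation, 525 nm emission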
LGR2 antag: inhibitors of bursicon-induced LGR2 CRE-luciferase signal, primary screen, cell-based, HEK293, CRE-luciferase reporter, bursicon stimulation | bursicon-stimulated, 4 h | actives 0.35% (n = 380,000) | inhibition, % at 9.99 µM;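 active = drop in luminescence signal, shown as inhibition above about 50% in the replicate tests, limit read from the data, passing the limit was not always enough; inconclusive = probably only some replicates passing the limit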;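 also: agonist challenge used bursicon conditioned medium at about half maximal strength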
* hit, by the source's call; ? = inconclusive; · = not tested or not shown.

SMILES	PglD inh	S100A4 MyoIIA	PGC1a acetyl inh	EWS-Fli block	ERAP1 inh	PAX8 inh HTS	FN deposition inh	LGR2 antag
Cc1nc(-c2ccc(F)cc2)c(CC(=O)Nc2cc(S(=O)(=O)N3CCCCC3)ccc2C)s1	-7.3	-3.7	13.7	8.3	-2.6	13.4	-5.2	3.7
COc1ccc(OC)c2nc3c(cc12)CCC3	-4.2	-2.6	·	-4.8	0.6	-4.8	-1.0	15.5
O=C1NC(=S)N/C1=C\c1ccccc1OCc1ccc(C(=O)O)cc1	-3.0	3.3	8.8	-0.1	-3.6	0.7	-3.5	7.5
CCC(=O)Nc1c(C)ccc2nsnc12	-1.0	·	6.7	·	·	3.2	-3.2	·
O=C(C[C@@H]1CC[C@H]2[C@@H](COC[C@H](O)CN2C(=O)Nc2ccc(F)cc2)O1)NCCc1ccncc1	44.3	-1.6	2.7	-11.7	1.9	-5.3	1.8	6.2
CC(=O)N(C)c1ccc(NC(=O)C(c2ccccc2)c2ccccc2)cc1	-3.8	2.7	-8.0	17.9	·	5.7	-10.4	0.0
CCOC(=O)N1CCN(C(=O)CCS(=O)(=O)c2ccc3c(c2)CC(C)N3C(=O)CC)CC1 (stereo unspecified)	-5.0	4.3	3.3	·	-1.9	-1.5	-3.8	27.7
CCN(c1ccc(NC(=O)CSc2ccc3c(c2)OCCO3)cc1)C(C)C	2.8	-2.1	-7.5	-4.1	-0.9	2.2	4.1	-4.2
O=C(Nc1ccccc1-c1nc2ccccc2s1)c1ccco1	-1.7	-2.6	·	·	1.2	·	·	-28.1
CS(=O)(=O)c1ccc(OCCCN2CCC(C(O)(c3ccccc3)c3ccccc3)CC2)cc1	·	0.3	·	6.4	-5.6	-7.1	6.6	-1.5
CCOC(=O)c1c(C)[nH]c(C(=O)N2CCc3cc(OC)c(OC)cc3C2)c1C	-3.3	2.5	·	5.0	-0.7	23.2	11.4	9.8
COC(=O)[C@@H]1[C@@H](CO)[C@@H]2Cn3c(ccc(-c4ccccc4OC)c3=O)[C@@H]2N1CC1CCOCC1	-4.6	2.3	·	-1.3	-0.3	8.6	·	6.7
COc1ccc([C@H]2/C=C\CN(C(=O)c3ccccc3)[C@@H](C)C(=O)N2Cc2ccc(F)cc2)cc1	-1.9	0.4	-0.2	-4.3	0.2	18.0	4.4	5.3
CCCC(=O)Nc1ccc2c(c1)C(=O)N(C)C[C@@H](OC)[C@@H](C)CN(C(=O)CC)[C@@H](C)CO2	·	·	-14.4	6.2	·	·	4.5	-4.3
Cc1cc(C)cc(NC(=O)Cn2nnc(C(=O)NCc3ccco3)c2N)c1	-3.8	-8.8	4.3	·	-2.5	12.6	2.5	8.9
CCCCCCCCNCCS(=O)(=O)NN1CCOCC1	-2.2	-2.0	-11.2	2.5	·	-3.9	-0.9	-17.0
CCCNC(=O)N1CC2(CN(S(=O)(=O)c3ccccc3)C2)c2c(n(C)c3cc(OC)ccc23)[C@H]1CO	·	-8.2	·	24.7	-4.2	·	·	14.3
Cc1ccc(C(NC(=O)NCCCN2CCOCC2)=C(Cl)Cl)cc1F	5.1	·	-19.7	·	·	23.8	5.2	·
C[C@H](CO)N1C[C@H](C)[C@@H](CN(C)Cc2ccc(C(=O)Nc3ccccc3N)cc2)Oc2ccc(NC(=O)Cc3cn(C)c4ccccc34)cc2CC1=O	-0.2	-3.7	-1.6	?	-1.3	·	·	-1.8
O=C(Cn1cnc2c(oc3ccccc32)c1=O)NCc1ccccc1	0.9	2.3	5.4	-7.7	0.8	-9.9	1.1	-33.0

2 records picked at random from those above:
SMILES	PglD inh	S100A4 MyoIIA	PGC1a acetyl inh	EWS-Fli block	ERAP1 inh	PAX8 inh HTS	FN deposition inh	LGR2 antag
CC(=O)N(C)c1ccc(NC(=O)C(c2ccccc2)c2ccccc2)cc1	-3.8	2.7	-8.0	17.9	·	5.7	-10.4	0.0
CS(=O)(=O)c1ccc(OCCCN2CCC(C(O)(c3ccccc3)c3ccccc3)CC2)cc1	·	0.3	·	6.4	-5.6	-7.1	6.6	-1.5

(continued)
SMILES	PglD inh	S100A4 MyoIIA	PGC1a acetyl inh	EWS-Fli block	ERAP1 inh	PAX8 inh HTS	FN deposition inh	LGR2 antag
Cc1nnc(N)s1	·	-0.2	-2.5	4.4	3.7	-0.4	2.3	-18.4
O=C(CC1(CC(=O)N2CCOCC2)CCCC1)Nc1ccc(F)cc1	2.3	-2.6	-6.5	2.8	-4.2	7.6	6.2	34.8
CCN1CCN(S(=O)(=O)c2ccc(Cl)c(C(=O)NC3CCCC3)c2)CC1	2.6	-0.9	-8.2	-0.9	1.3	-1.7	-4.5	4.1
CC1CCN(C(=O)COC(=O)c2nn(C)c(=O)c3ccccc23)CC1	7.5	-2.5	·	1.0	0.7	-5.5	2.4	-5.7
CNC[C@H](CC1CCCCC1)NC[C@H](CO)NCC1(c2ccccc2)CC1	1.1	48.4	-1.3	8.6	-2.4	13.1	4.7	9.6
Cc1c(Cc2ccccc2)c(=O)oc2cc(OCC(=O)NC(Cc3ccc(Cl)cc3)C(=O)O)ccc12 (stereo unspecified)	-3.5	0.6	-4.1	1.4	1.6	·	·	-7.2
Cc1ccc(Cl)cc1NC(=S)N(Cc1cccnc1)Cc1ccccc1Cl	-2.9	4.9	11.6	3.9	-1.8	16.0	3.6	13.6
O=C1CCCC2=C1C(c1cccs1)n1nc(SCc3ccccc3F)nc1N2 (stereo unspecified)	-2.3	·	14.9	·	·	9.5	11.6	·
C=CCSc1nnc(C)c(/C=C/Nc2ccc(Cl)cc2)n1	1.0	12.2	1.9	5.6	-1.7	0.5	-0.4	8.3
CC1(C(=O)NCc2ccc(Cl)c(Cl)c2)Oc2cccnc2NC1=O (stereo unspecified)	-2.4	-5.3	-2.7	-2.5	2.0	-1.3	8.0	-1.0
CC(=O)N(C)C[C@H]1Oc2cc(C#CC3CCCC3)ccc2S(=O)(=O)N([C@H](C)CO)C[C@@H]1C	-2.1	7.4	2.2	19.1	-12.0	-29.4	-2.9	9.1
CC(=O)c1c(C)n(CCc2ccc(Cl)cc2)c2ccc(O)cc12	-2.2	-28.3	3.7	6.7	3.9	-2.6	4.4	8.5
COCCNC(=O)C(=O)NCC1CCCN1S(=O)(=O)c1cccs1 (stereo unspecified)	0.6	-33.2	-0.4	-7.1	2.9	-15.7	12.9	-0.2
O=C(O)c1ccc(OCc2occc2C(=O)O)cc1	2.6	·	-2.1	·	·	-2.2	18.2	·
COCC(=O)Nc1ccc2c(c1)[C@H]1C[C@H](CC(=O)N3CCOCC3)O[C@H](CO)[C@H]1O2	1.0	-7.1	8.7	-3.7	3.9	-5.9	-6.0	10.6
CCCN(CCC)CCCNC(=O)Cn1cnc2sc(C)c(S(=O)(=O)N3CCC(C)CC3)c2c1=O	3.2	0.2	·	-4.2	2.6	-5.4	13.5	2.3
C[C@@H]1CN([C@H](C)CO)C(=O)Cc2cc(NC(=O)CCN3CCOCC3)ccc2O[C@@H]1CN(C)S(=O)(=O)c1cn(C)cn1	3.1	-3.0	4.6	-10.8	-0.3	·	·	19.4
O=C(Nc1cccc(Cl)c1)N1C[C@@H]2[C@H](c3ccccc31)[C@@H](CO)N2CC1CCCCC1	0.8	·	3.6	1.3	·	31.4	·	0.0
C[C@H](CO)N1C[C@H](C)[C@H](CN(C)Cc2ccc(Cl)c(Cl)c2)Oc2ccc(NC(=O)C3CC3)cc2CC1=O	2.2	-20.6	-2.5	·	-6.0	-6.5	·	24.3
Cc1ccc(NC(=O)COC(=O)c2ccn(C)n2)cc1	7.2	-2.8	4.6	0.3	0.8	·	·	-7.8
CC(=O)Nc1ccc(S(=O)(=O)Nc2cccc(-c3nc4cc(C)ccc4o3)c2)cc1	6.6	-1.7	-7.1	-0.3	·	-7.6	1.2	-12.8
C[C@@H]1CN([C@H](C)CO)C(=O)c2cc(-c3ccc(F)cc3)cnc2O[C@H]1CN(C)Cc1ccccn1	-3.1	-9.0	-3.7	-8.8	1.1	-6.0	-3.0	11.5
O=C(NN1CCOCC1)c1ccc(S(=O)(=O)N2CCCCC2)cc1	-0.5	-2.2	-2.0	-1.8	0.2	-4.3	·	4.0
Nc1nonc1-n1nnc(C(=O)N/N=C/c2ccco2)c1CSc1ccc(Cl)cc1	4.7	-3.3	5.7	16.2	0.8	-8.7	·	14.8
O=C(C[C@@H]1C[C@H]2c3cc(NS(=O)(=O)c4ccc(F)cc4)ccc3O[C@H]2[C@H](CO)O1)NCCN1CCCCC1	1.3	16.3	-5.4	-0.2	1.6	1.0	9.8	7.5
Cc1ccc2c(CN3CCCCC3CCO)cc(=O)oc2c1 (stereo unspecified)	-1.8	-5.8	-7.3	6.7	1.7	20.4	1.8	1.8
O=C(c1cccs1)N1CCC(c2nc3c(nnn3Cc3cccc(Cl)c3)c(=O)[nH]2)CC1	0.1	0.9	·	24.6	1.4	18.9	18.0	12.9
COc1ccc(NC(=O)CN(C)S(=O)(=O)c2ccc3c(c2)OCCO3)c2ncccc12	4.1	·	-41.0	·	·	-8.7	-3.5	·
O=C(NC1CCCCCC1)c1cc2ccccc2oc1=O	4.7	1.5	-6.8	29.4	-2.3	-187.4	6.1	16.9
Cc1cc(C)c(NC(N)=S)c(C)c1	1.4	-4.5	1.8	1.2	0.7	-8.5	2.2	0.5
N#Cc1sc(NCc2ccccc2)nc1Cl	·	-7.8	·	-10.2	-0.3	-13.9	1.6	-16.9
Cn1cnc(CCNC(=O)C[C@@H]2CC[C@@H]3[C@H](COC[C@@H](O)CN3C(=O)Nc3ccc(Cl)cc3)O2)c1	1.7	15.4	5.4	-97.9	-1.5	-16.9	3.2	-18.1
